RBX1-CUL1 inh: inhibitors of human ROC1-CUL1 ubiquitin ligase activity; in vitro K48 di-Ub FRET, acceptor:donor ratio, 45 min; inhibition, % at 10 µM; 140,000 compounds, 0.6% hits; E3 ubiquitin-protein ligase RBX1 (Homo sapiens) + Cullin-1 (Homo sapiens), P62877+Q13616; in the data active = inhibition above about 25%
Target sequence (P62877 whole entry, looked up): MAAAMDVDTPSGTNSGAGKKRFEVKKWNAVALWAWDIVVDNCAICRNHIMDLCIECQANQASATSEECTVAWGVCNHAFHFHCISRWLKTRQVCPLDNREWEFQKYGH
Target sequence (Q13616 whole entry, looked up): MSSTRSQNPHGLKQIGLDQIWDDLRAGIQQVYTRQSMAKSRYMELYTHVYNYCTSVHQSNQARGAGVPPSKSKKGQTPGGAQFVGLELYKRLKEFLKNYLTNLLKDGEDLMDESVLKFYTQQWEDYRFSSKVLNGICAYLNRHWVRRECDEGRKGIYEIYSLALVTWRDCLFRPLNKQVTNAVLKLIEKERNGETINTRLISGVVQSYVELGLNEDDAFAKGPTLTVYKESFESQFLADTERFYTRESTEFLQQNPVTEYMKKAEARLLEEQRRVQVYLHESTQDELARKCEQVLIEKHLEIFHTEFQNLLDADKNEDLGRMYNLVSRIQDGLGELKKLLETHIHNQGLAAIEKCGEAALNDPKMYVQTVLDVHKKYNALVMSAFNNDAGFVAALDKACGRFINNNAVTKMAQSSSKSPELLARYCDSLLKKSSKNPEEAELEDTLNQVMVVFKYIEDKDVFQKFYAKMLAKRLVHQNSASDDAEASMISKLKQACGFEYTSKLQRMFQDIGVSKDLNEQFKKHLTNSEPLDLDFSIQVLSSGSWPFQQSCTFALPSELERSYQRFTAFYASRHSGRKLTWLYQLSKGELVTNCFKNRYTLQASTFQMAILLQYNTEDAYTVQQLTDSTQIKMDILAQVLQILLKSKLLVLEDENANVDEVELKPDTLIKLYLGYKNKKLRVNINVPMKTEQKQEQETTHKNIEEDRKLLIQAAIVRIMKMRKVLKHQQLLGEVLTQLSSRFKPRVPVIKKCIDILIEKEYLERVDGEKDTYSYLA
* marks the source's active call; other numbers are inactive results; & = joins results of further samples.

SMILES	RBX1-CUL1 inh
Cc1ccc(C(=O)c2oc3ccccc3c2NC(=O)C(C)Oc2ccccc2Cl)cc1 (stereo unspecified)	-6
CC1CN(C(=O)c2ccccc2)CCN1C(=O)c1ccccc1 (stereo unspecified)	1
COC(=O)C1CCN(S(=O)(=O)c2cc3c4c(c2)C(C)C(=O)N4CCC3)CC1 (stereo unspecified)	1
Cc1ccc(NC(=O)c2ccc(CSc3ccccn3)cc2)cc1	0
N#Cc1c(NC(=O)c2nn3c(C(F)(F)F)cc(-c4cccs4)nc3c2Br)sc2c1CCCCC2	2
Cc1ccc(CNC(=O)c2cc(NC(=O)C3CCCO3)c3c(c2)nc(C2CCC2)n3C)cc1 (stereo unspecified)	-1
COc1ccc(NC(=O)C(=O)NN=C/C(C)=C\c2ccc(C(C)C)cc2)cc1	-4
CCCNS(=O)(=O)c1ccc(OC)c(C)c1	6
CC1=C(CCN2CCN(c3cnn(C)c(=O)c3)CC2)C(C)(C)CCC1	-5
Cc1ccc(CN(C(=O)c2sc3ccccc3c2Cl)C2CCS(=O)(=O)C2)cc1 (stereo unspecified)	10
COc1ccc2c(c1)C(=O)N(c1ccccc1OC)C(=O)C2C=Nc1ccc(C)cc1 (stereo unspecified)	-7
Cn1c(=O)n(C)c2cc(N3CCOCC3)c(NS(=O)(=O)c3ccc(F)cc3)cc21	3
Nc1nonc1-c1nc2ccccc2n1CC(=O)Nc1ccccc1-c1ccccc1	-7
O=C1NCCN(Cc2ccc(F)cc2)C1=O	-10
COc1cc(C(=O)OCc2cc(=O)n3nc(C(C)C)sc3n2)cc(OC)c1OC	-2
COC(=O)c1cc(OC)c(OC)cc1NC(=O)C1CCC1	-10
O=C(CSc1nc2sc3c(c2c(=O)n1-c1ccccc1)CCCC3)Nc1ccc2nc(SCC(=O)NC3CC3)sc2c1	-3
Cc1c(C(F)(F)F)nc(-c2ccc(CN3CCN(C)C(CCO)C3)cc2)[nH]c1=O (stereo unspecified)	4
CCC1C(N2CCC(C(=O)NCCc3cccc(OC)c3)CC2)NS(=O)(=O)C1c1ccc(C)cc1 (stereo unspecified)	10
C=CCOc1ccc2c(C)c(CCCC)c(=O)oc2c1C	0
CC1(C(=O)NCc2ccc3c(c2)OCO3)COC(c2ccccc2)OC1 (stereo unspecified)	0
CCOC(=O)N1CCC2(CC1)c1c(C)noc1N=C(N)C2C#N (stereo unspecified)	7
C=CCOc1ccc(C(=O)NN2C(=O)c3ccccc3NC2c2ccc(OC)cc2)cc1 (stereo unspecified)	5
CC(=O)N1CCCC1c1nc2ccccc2n1Cc1cccc(C)c1 (stereo unspecified)	3
Cc1cccc2c(=O)oc(-c3ccncc3)nc12	3

(listing goes on)
SMILES	RBX1-CUL1 inh
Cc1csc(NC(=O)CSc2nc(-c3cccs3)ccc2C#N)n1	1
COc1cccc(/C=C(/C(=O)c2cc(OC)c(OC)c(OC)c2)c2nc3ccccc3o2)c1	-6
O=C(NNc1ncccc1[N+](=O)[O-])Nc1ccc(F)cc1	-2
COc1ccc(-c2noc(CSC3=NC(=N)CC(=O)N3)n2)cc1OC	3
Cc1ccc(-c2ccc(Oc3cc(C#N)c(C#N)cc3N3CCOCC3)c(C)c2)cc1	2
CCNC(=O)CN(C1CCCCC1)S(=O)(=O)c1ccccc1	0
CCn1c(C)nc([N+](=O)[O-])c1Sc1cccc(C(F)(F)F)c1	3
Cc1nc(CSc2nc3sc(C)c(C)c3c(=O)n2-c2ccccc2)cs1	4
COc1ccc(-c2nc(SCC(=O)Nc3ccc4c(c3)OCO4)c(-c3ccccc3)[nH]2)cc1	0
CCOC(=O)C1C(c2ccc(OC)cc2)=NC(=O)NC1c1ccc(Br)cc1 (stereo unspecified)	-3
Cc1ccccc1NC(=O)c1ccc2c(c1)NC(=O)C(S(=O)(=O)c1ccccc1)C2=O (stereo unspecified)	2
Cc1cccc(C(=O)NC(=O)Nc2ccc(-c3cc(C(F)(F)F)nn3-c3ccccc3)cc2)c1	12
O=C(NCc1ccc(Cl)cc1)C1CCCN(C(=O)c2cnn(-c3ccc(F)cc3)c2-n2cccc2)C1 (stereo unspecified)	8
COc1ccccc1C(=O)Nc1cccc(C(=O)OCc2cc(=O)n3c4c(sc3n2)CCCC4)c1	-13
Cc1nc2ncc3c(=O)n(CC4CCCO4)ccc3n2n1 (stereo unspecified)	7
CCc1cc(I)ccc1NC(=O)c1ccc(C#N)cc1F	-11
Cc1[nH]c2ccccc2c1C1(c2c(C)[nH]c3ccccc23)C(=O)Nc2c1ccc(Cl)c2C	-1
Cc1ccc(-n2ncc(C(=O)N3CCN(c4ccccn4)CC3)c2C2CCN(C(=O)OC(C)(C)C)CC2)cc1C	-12
Cc1ccccc1N=C1c2ccccc2C(=O)C1[N+](=O)[O-] (stereo unspecified)	1
Cc1cccc(CNC(=O)c2cnc3sc(N4CCCCC4)nn3c2=O)c1	8
O=C(NC1CON=C1Cl)OCc1ccccc1 (stereo unspecified)	6
CCN(CC)CCCNC(=O)Cn1nc(C)n2c(cc3sccc32)c1=O	-2
COc1cc(NC(=O)CN2C(=O)CCc3cc(Br)ccc32)cc(OC)c1OC	6
O=C(CN1CCN(S(=O)(=O)c2ccccc2)CC1)NC1CCCCCC1	-1
COCCCn1c(C(=O)N2CC(C)OC(C)C2)cc2c(=O)n3ccccc3nc21 (stereo unspecified)	4

Following part
SMILES	RBX1-CUL1 inh
c1ccc(CCCc2noc(-c3ccc(NCC4COCCO4)nc3)n2)cc1 (stereo unspecified)	8
Cc1nc(CN(C)Cc2cn(C)nc2-c2cccc(Cl)c2)cs1	2
CCOC(=O)c1cnn(-c2nc(OCC)cc(OCC)n2)c1C	-7
CC(=O)c1ccccc1OCCOCCOc1ccccc1C(C)=O	-1
COc1ccc(OCc2cc(C(=O)N(C)C(C)c3ccon3)n[nH]2)c(Cl)c1 (stereo unspecified)	9
O=S(=O)(Cc1ccc(Br)cc1)NCc1ccccc1	-6
C=CCNCc1ccc(-c2cccc(C(F)(F)F)c2)o1	2
COc1cccc(CNC(=O)c2ccc(-n3c(C)cc4c3CCCC4)cc2)c1	-1
Cc1ccccc1N(Cc1cccc(Cl)c1)S(C)(=O)=O	-6
COCCN1CCc2nc(SCC(=O)Nc3ccc(Br)cc3)[nH]c(=O)c2C1	4
COc1cccc(N=Nc2c(N)nn(-c3ccccc3)c2N)c1	1
CCCn1c2ccccc2c2cnn(CC(=O)N(CCCOC(C)C)Cc3ccco3)c(=O)c21	-7
CC1(C)CC(NC(=O)CCC2CCCCC2)CC(C)(CNC(=O)CCC2CCCCC2)C1 (stereo unspecified)	-2
O=C1CC(N2CCN(C(c3ccccc3)c3ccccc3)CC2)C(=O)N1c1ccccc1 (stereo unspecified)	-9
COc1cccc(OCC(O)CNC2CCN(c3ccc(C(=O)NC4CCCC4)cc3)CC2)c1 (stereo unspecified)	-4
COc1cc2c(cc1OC)C1(C)N(CC2)C(C(=O)c2cccs2)=NN1c1ccccc1 (stereo unspecified)	-1
COc1ccc(-c2n[nH]c(=S)n2-c2ccc(Br)cc2)cc1OC	3
Cc1ccccc1S(=O)(=O)Cc1ccc(C(=O)NC2CCC(C)CC2)o1 (stereo unspecified)	-9
CCN(Cc1ccccc1)S(=O)(=O)c1ccc(N2CCCCS2(=O)=O)cc1	-2
CC(C)COc1ccc(C2=NC(c3ccncc3)=Nc3ccc(F)cc3N2)cc1	-6
COc1cccc(-c2cc(C(F)(F)F)nc(NCc3ccc(F)cc3)n2)c1	3
Cc1ccc(-c2cc(C(=O)O)c3cc(Br)ccc3n2)s1	1
CCN(CC)c1ccc(C2Nc3ccccc3-c3cc(C)nn32)cc1 (stereo unspecified)	-10
COCCCn1c(=N)c(C(=O)NCc2ccco2)cc2c(=O)n3ccccc3nc21	-4&4
Cc1ncc2c(c1-c1noc(-c3ccc(CCN4CCCC4)nc3)n1)CCNC2	-15

19 entries from above, bar-delimited:
canonical_smiles | RBX1-CUL1 inh
CC(=O)c1ccccc1OCCOCCOc1ccccc1C(C)=O | -1
COc1ccc(OCc2cc(C(=O)N(C)C(C)c3ccon3)n[nH]2)c(Cl)c1 (stereo unspecified) | 9
O=S(=O)(Cc1ccc(Br)cc1)NCc1ccccc1 | -6
C=CCNCc1ccc(-c2cccc(C(F)(F)F)c2)o1 | 2
COc1cccc(CNC(=O)c2ccc(-n3c(C)cc4c3CCCC4)cc2)c1 | -1
Cc1ccccc1N(Cc1cccc(Cl)c1)S(C)(=O)=O | -6
COCCN1CCc2nc(SCC(=O)Nc3ccc(Br)cc3)[nH]c(=O)c2C1 | 4
COc1cccc(N=Nc2c(N)nn(-c3ccccc3)c2N)c1 | 1
CCCn1c2ccccc2c2cnn(CC(=O)N(CCCOC(C)C)Cc3ccco3)c(=O)c21 | -7
CC1(C)CC(NC(=O)CCC2CCCCC2)CC(C)(CNC(=O)CCC2CCCCC2)C1 (stereo unspecified) | -2
O=C1CC(N2CCN(C(c3ccccc3)c3ccccc3)CC2)C(=O)N1c1ccccc1 (stereo unspecified) | -9
COc1cccc(OCC(O)CNC2CCN(c3ccc(C(=O)NC4CCCC4)cc3)CC2)c1 (stereo unspecified) | -4
COc1cc2c(cc1OC)C1(C)N(CC2)C(C(=O)c2cccs2)=NN1c1ccccc1 (stereo unspecified) | -1
COc1ccc(-c2n[nH]c(=S)n2-c2ccc(Br)cc2)cc1OC | 3
Cc1ccccc1S(=O)(=O)Cc1ccc(C(=O)NC2CCC(C)CC2)o1 (stereo unspecified) | -9
CCN(Cc1ccccc1)S(=O)(=O)c1ccc(N2CCCCS2(=O)=O)cc1 | -2
CC(C)COc1ccc(C2=NC(c3ccncc3)=Nc3ccc(F)cc3N2)cc1 | -6
COc1cccc(-c2cc(C(F)(F)F)nc(NCc3ccc(F)cc3)n2)c1 | 3
Cc1ccc(-c2cc(C(=O)O)c3cc(Br)ccc3n2)s1 | 1

The results go on:
SMILES	RBX1-CUL1 inh
Cc1nc(NC(C)CCCO)c2ccc(Cl)cc2n1 (stereo unspecified)	0
COC(=O)C1(O)C(C(=O)c2ccc([N+](=O)[O-])cc2)C(=O)C(=O)N1c1ccccc1 (stereo unspecified)	6
CCC(=O)N1N=C(c2ccc(OC)cc2)CC1c1cn(-c2ccccc2)nc1-c1cccs1 (stereo unspecified)	-5
O=C(O)Cn1ccc2cc(S(=O)(=O)N3CCCCCC3)ccc21	-13
O=C(O)c1cccnc1Sc1ncccc1[N+](=O)[O-]	12
COCCN(C)C(=O)C1CCN(c2nc(C)c3cc(C)ccc3n2)CC1	0
COc1ccc(-n2nnc(C(=O)NC3CCCCC3)c2C)cc1Cl	9
Cc1ccccc1C(=O)Nc1ccc(N2CCN(C(=O)C(C)(C)C)CC2)c(Cl)c1	3
CC1C(=O)NN=C1C(=O)N/N=C/c1ccco1 (stereo unspecified)	13
COc1ccc(NC(=O)Cn2c(=O)n(-c3cc(C)cc(C)c3)c(=O)c3oc4ccccc4c32)cc1OC	-7
COC(=O)c1ccc(N=C(N)NC#N)cc1O	-3
COc1cccc(S(=O)(=O)N2CCN(Cc3ccc4c(c3)OCO4)CC2)c1	-3
CCOC(=O)c1c(C)[nH]c(C)c1S(=O)(=O)N1CCCC(C(=O)Nc2ccc(OC)c(OC)c2)C1 (stereo unspecified)	2
O=C(NCCCN1CCCC1=O)c1csc2nc(-c3ccc(Cl)cc3)cn12	-5
CCc1nn(CC(=O)NCc2cccc(OC)c2)c(=O)c2cc3cc(F)ccc3n12	-4
N#Cc1c(SCC(N)=O)nsc1SCc1ccccc1Cl	-7
CCn1c(-c2cccnc2)nc2cc(NC(=O)COC)cc(C(=O)NC3CCCc4ccccc43)c21 (stereo unspecified)	3
Cc1ccccc1Nc1c(-c2ccc(N3CCOCC3)cc2)nc2ccc(Br)cn12	-16
O=C(CSc1ccccn1)N/N=C/c1cccnc1	-2
O=C(NCCN1CCCCC1)c1cc(Br)cs1	-4
CCn1c(SCC(=O)N2CCN(C(c3ccccc3)c3ccccc3)CC2)nc2ccccc2c1=O	2
COCc1cc(C)nc(N/N=C/c2c(Cl)cccc2Cl)c1C#N	-9
COc1cccc(OC(=O)CSc2nnc(-c3ccccc3OC)o2)c1	6
CCSc1nc2c([nH]1)c(N)nc[n+]2Cc1ccccc1	18
CCc1ccccc1Nc1nn2c(=O)c3ccc(C(=O)Nc4ccc(OC)cc4)cc3nc2s1	-3

Next part.
SMILES	RBX1-CUL1 inh
Cc1c(NC(=O)c2cncc(Br)c2)c(=O)n(-c2ccccc2)n1C	2
CC1(C)CC(=O)CC(=NC2CC(C)(C)NC(C)(C)C2)C1	-8
COc1cccc(CNS(=O)(=O)c2ccc3c(c2)CCN3C(=O)C2CCC2)c1	-5
Cc1ccc(CN2CCC(CN(C)Cc3cccc(O)c3)CC2)o1	-5
COc1cccc(CNC(=O)c2cc3cc(C)ccc3n2C)c1	-3
CC(C)c1ccc(NC(=O)Cn2c3ncccc3c(=O)n2-c2ccccc2)cc1	-5
c1cncc(CN2CCN(c3nc4nonc4nc3N3CCCCC3)CC2)c1	1
CN(c1ccccc1C(=O)NC(C)(C)C)S(C)(=O)=O	-1
CN(C)c1ccc(C2CC(c3c(-c4ccccc4)c4cc(Cl)ccc4[nH]c3=O)=NN2C(=O)CCC(=O)O)cc1 (stereo unspecified)	-8
C/C(=N\NC(=O)CCn1nnc2ccccc21)c1ccc2ccccc2c1	5
O=C(CCCN1C(=O)c2cccnc2Oc2ccc(Cl)cc21)NCc1ccccc1F	0
c1ccc(N2CCN(C3Cc4ccccc4Sc4ccccc43)CC2)cc1 (stereo unspecified)	5
O=C(CCSCCC(=O)Nc1nccs1)Nc1nccs1	-4
CC(=O)N1CCOc2cc(S(=O)(=O)NCc3ccc(C)cc3)c(Cl)cc21	-4
Cc1ccc(C)c(Cn2c(=O)cc(C(F)(F)F)c3c(C)nn(C)c32)c1	4
COc1cccc(-n2cc(C(=O)Nc3ccccc3C(N)=O)c3ccccc3c2=O)c1	6
CCCC(C)C(=O)Nc1ccccc1Cl (stereo unspecified)	-2
c1ccc2c(c1)Sc1ccccc1-n1cnnc1-2	7
Cc1cc(N2CCN(C)CC2)nc2ccc(NC(=O)Nc3cccc(Cl)c3)cc12	1
CCn1c(CNC(=O)c2ccc(OC)cc2)nnc1SCC(=O)Nc1ccccc1	-5
COc1cc(N2CCCC2)c(OC)cc1/C=C1\SC(=O)N(Cc2ccc(C)cc2)C1=O	-13
Cc1sc(NC(=O)COc2ccc(C(C)(C)C)cc2)c(C(=O)OC(C)C)c1C	6
CCOC(=O)c1c(C)[nH]c(C)c1S(=O)(=O)NCC(=O)NCc1ccc(C)cc1	-4

Some of the compounds tested (hit frequency here may not be typical).
